# Autophagy mod = autophagy modulators in MEF cells, primary screen, imaging, high-content, MEF GFP-LC3 | MEF GFP-LC3 puncta imaging; test concentration mostly 10 µM | calls only at 10 µM (by protocol) | 190,000 compounds, 0.98% hits | AID 463193, 2010;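 active = percentage of spot-positive cells more than 3 SD above its plate mean, without a fluorescence outlier flag or 80% toxicity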;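 also: spot-positive cell cutoff set from DMSO-treated cells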
# NOD2 inhibition = NOD2 signaling inhibitors, cell-based, luminescence, uHTS, HEK293 (AID 1566); HEK293 NOD2/NF-kB luciferase reporter, luminescence; higher % means a stronger effect; 290,000 compounds, 0.63% hits; inhibition, % at 4 µM; hits with a dose series show EC50 in µM; in the data active = inhibition above about 50%; also: many of its hits are not listed in these tables
# Yfh1-depleted yeast = enhancers of respiration in Yfh1-depleted yeast, dose response, Friedreich's ataxia, plus single-dose screen (AID 1465). S. cerevisiae Yfh1-off respiration, WST-1 reduction, 72 h; higher fold induction means a stronger effect. fold induction at 50 µM, or EC50 in µM where a hit was titrated. 220,000 compounds, 0.074% hits;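 active = fold induction of absorbance versus untreated yeast above a set limit, then at least 30% activation at any dose in follow-up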;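 also: activators that raise dye reduction in frataxin-depleted yeast; strong numbers were not always called active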
# Insulin prom up = insulin promoter activators in MIN6 cells, imaging, high-content screening, mouse beta cells; z-score at 5 µM; 190,000 compounds, 0.3% hits; MIN6 insulin promoter-GFP reporter; hits give high values;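 active = z-score above 3 at 5 µM with at least 500 cells counted in the well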
# Dynein transport = inhibitors of GR-EGFP nuclear translocation, primary screen, dynein cargo transport inhibitor project, imaging, high-content, 3617.4 mouse cells. test concentration mostly 20 µM; stimulated with dexamethasone, 1 µM; hits give low values. z-score, hits read low. 220,000 compounds, 0.47% hits;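 active = plate z-score of nuclear minus cytoplasmic receptor signal below a set negative limit, without overly bright fluorescence or cell loss, cut at about -3.5 in these data, passing the limit was not always enough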;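 also: z-score of nuclear minus cytoplasmic ring GR-EGFP intensity difference per well; some compounds called inactive have numbers as strong as hits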
#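 medium = tetracycline-free induction medium containing charcoal-stripped FBS | also added = 1.0 µM final dexamethasone stimulus | schedule = 48 h induction, 1 h compound, 30 min dex at 37 °C | technique = fixed, Hoechst-stained cells imaged at 10x for EGFP | measure = GR-EGFP nuclear translocation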
# bCat nuc transl = modulators of beta-catenin nuclear translocation, primary screen, imaging, HeLa cells, immunofluorescence, high-content; nuclear translocation activity, % at 5 µM; 190,000 compounds, 0.3% hits;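 active = nuclear translocation activity above 50% at 5 µM, with a well cell count of 50 or more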;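 also: per-cell ratio of nuclear to cytoplasmic median beta-catenin stain intensity; plate controls were DMSO negative control for no effect and GSK-3 inhibitor IX positive control for full effect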
#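 Technique: fluorescence imaging of beta-catenin antibody stain plus DAPI / Material: human HeLa cell line / Incubation: compound treatment 24 h, 37°C, 5% CO2 / Read-out basis: % activation of per-cell nuclear versus cytoplasmic median beta-catenin signal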
# WT yeast gro inh = growth inhibition of WT strain, primary screen, mitochondrial fusion inhibitor project, WT and mutant strains, chemical genetic. 190,000 compounds, 2.1% hits. AID 1362, 2008. inhibition, % at 10 µM. mitochondrial fusion phenotypic screen; in the data active = inhibition above about 58%; tested in S. cerevisiae
# MT stabilizer = microtubule stabilizers in HeLa cells, primary screen, imaging, high-content imaging; HeLa tubulin immunostaining HCS, 24 h; share of cells brighter than vehicle mean+2SD; % tubulin-high responders, % at 10 µM; 200,000 compounds, 0.83% hits; AID 2205, 2009;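 active = plate Z-score above 3 for both tubulin-high and condensed-nucleus cell shares, with cell loss under 80%, at 10 µM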;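 also: anti alpha tubulin signal scored within the nucleus-defined area of each cell; some results filed as inactive read as strong as hits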
# Hep lipid drop = inhibitors of hepatocyte lipid droplet formation, primary screen, imaging, high-throughput imaging, BODIPY stain. AML12 mouse hepatocytes, oleate lipid droplets. inhibition, % at 6.5 µM. 240,000 compounds, 0.4% hits. AID 1656, 2009;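 active = lipid droplet intensity inhibited by at least 50%, with more than 500 cells counted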
#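 Assay system: AML12 hepatocytes (mouse) / Also added: 100 µM oleic acid challenge / Times: overnight treatment with compound plus oleate / Detection: high-content imaging of BODIPY-stained droplets and DAPI nuclei / Evaluation: % inhibition of lipid droplet signal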
# WT yeast gro inh mutant strain = recorded beside WT yeast gro inh, whose call it bears; inhibition, %; mitochondrial fusion phenotypic screen, mutant strain inhibition
# Dynein transport cytoplasmic EGFP = also measured in Dynein transport; calls as there; z-score; measured here: cytoplasmic GR-EGFP intensity; hits give high values
# Dynein transport nuclear GR-EGFP = further read-out of Dynein transport, marked with its call; z-score; measured here: nuclear GR-EGFP intensity;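 lower value marks the stronger effect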
# Dynein transport cell count = recorded beside Dynein transport, whose call it bears; z-score; measured here: cell count per field
# Insulin prom up cell count = second read-out of Insulin prom up, no call of its own (marks repeat the call); cell count; measured here: cytotoxicity, nuclei count;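 total cells summed across four imaged fields per well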
# Hep lipid drop cells 6.5 µM = second read-out of Hep lipid drop, no call of its own (marks repeat the call); cell count; measured here: cell count, cytotoxicity flag;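 cells counted across two imaged fields per well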
# bCat nuc transl cell count 5 µM = recorded beside bCat nuc transl, whose call it bears; cell count; measured here: cell count, cytotoxicity flag
# MT stabilizer Hoechst-high % = also measured in MT stabilizer; calls as there; % Hoechst-high responders; measured here: nuclear condensation Hoechst responders;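 share of cells brighter than vehicle mean plus two SD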
# MT stabilizer cytotoxicity % = further read-out of MT stabilizer, marked with its call; toxicity, %; measured here: cytotoxicity by cell density;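 0% = mean cell density of plate MIN control wells and 100% = no cells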
# Autophagy mod cell loss 18 h = recorded beside Autophagy mod, whose call it bears; toxicity, %; measured here: cell loss, nuclei count;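 cell loss after 18 h compound exposure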
# * marks the source's active call; other numbers are inactive results; i = inactive; · = no result given; + = active, no number. An excerpt; count on the stated rates, not on these rows.
SMILES,Autophagy mod,Autophagy mod cell loss 18 h,NOD2 inhibition,Yfh1-depleted yeast,Insulin prom up,Insulin prom up cell count,Dynein transport,Dynein transport cytoplasmic EGFP,Dynein transport nuclear GR-EGFP,Dynein transport cell count,bCat nuc transl,bCat nuc transl cell count 5 µM,WT yeast gro inh,WT yeast gro inh mutant strain,MT stabilizer,MT stabilizer Hoechst-high %,MT stabilizer cytotoxicity %,Hep lipid drop,Hep lipid drop cells 6.5 µM
COC(=O)c1cccc(N2C(=O)C(Cl)=C(N3CCOCC3)C2=O)c1,i,15,-11%,i,0.57,1466,-0.75,-0.3,-0.64,0.44,-1.3,641,-2,1,5.3,5.2,4.7,·,·
CCCCn1c(SCC(=O)N2CCOCC2)nnc1-c1cccs1,i,-4,-16%,i,0.06,1555,0.14,-0.14,0.029,0.066,-1.0,1293,-4,-25,1.5,1.6,3.5,·,·
COCCSc1nnc(NC(=O)c2cc(OC)c(OC)cc2[N+](=O)[O-])s1,i,-4,0%,i,0.48,1527,-0.73,-0.28,0.25,0.16,0.5,907,12,10,1.1,1.3,1.1,4,672
O=C1CC(c2ccccc2)CN1C(=O)c1cccc([N+](=O)[O-])c1 (stereo not drawn),i,-3,20%,i,0.5,1180,0.055,-0.24,-0.21,-0.027,1.1,513,-14,-5,4.4,2.1,11,-13,568
Cc1ccc(NC(=S)N(CCN(C)C)Cc2cc3cc(C)cc(C)c3[nH]c2=O)cc1,i,2,2%,i,0.54,1344,-0.036,-0.23,0.037,1.2,-5.4,1219,-6,-11,3.7,2.6,15,-3,670
Cc1ccc2nc(CSc3nnc(-c4ccncc4)n3C)cc(=O)n2c1,i,-16,30%,i,-0.15,1358,-0.59,-0.18,-0.58,0.24,-2.1,1145,-7,-5,4.6,3.3,7.7,6,689
O=C(CN1c2cccc3cccc(c23)S1(=O)=O)Nc1ccc(S(=O)(=O)N2CCOCC2)cc1,i,-17,17%,i,-0.14,1147,-0.18,-0.17,-0.34,0.44,1.8,493,-20,-10,4.0,3.3,6.4,-4,635
CC(CC(=O)Nc1cccnc1)c1ccccc1 (stereo not drawn),i,-2,15%,i,0.19,1612,-0.67,-0.28,0.23,0.17,-1.0,1084,-6,2,4.4,1.8,6.9,0,640
C(=N\Nc1nc2ccccc2[nH]1)/c1cccc2cccnc12,·,·,-25%,i,-1.6,940,-0.5,-0.18,-0.28,0.39,-1.3,1077,·,·,·,·,·,2,707
Cc1cc(C)nc(Nc2ncc(O)n2-c2ccc(C)c(C)c2)n1,i,-6,6%,i,0.29,825,-0.22,-0.18,-0.03,0.49,-0.3,1017,3,-1,1.4,1.2,7.0,6,781
CCCCc1nc(SCCN2CCOCC2)c2c(=O)n(C)c(=O)n(C)c2n1,i,6,16%,i,0.31,1235,-0.87,-0.28,-0.076,1.6,-1.2,1025,11,11,2.7,1.1,21,3,691
COc1ccc(/C=C/C(=O)Nc2cc(C)nn2-c2nc3ccccc3n2Cc2cccc([N+](=O)[O-])c2)cc1,i,6,16%,i,-0.09,1343,0.11,-0.12,0.14,0.74,-0.5,530,-10,4,2.9,3.3,4.2,-23,663
COc1ccc(C(=O)C2CCCN(C(=O)CCc3scnc3C)C2)c(C)c1 (stereo not drawn),i,-28,29%,i,-0.44,1720,-0.44,-0.26,-0.11,1.1,0.5,1516,-1,-2,2.2,1.6,2.9,2,746
O=C(Nc1ccccc1)c1ccc[nH]1,i,7,-4%,i,-0.23,1206,1.8,-0.091,0.61,-0.98,-4.9,561,-9,-26,2.7,2.7,13,20,602
Cc1c2c(nc3c(C(=O)NC4CCCC4)cnn13)CCCC2,i,-13,11%,i,-0.19,1620,-0.0018,-0.21,0.025,0.052,1.9,1374,2,-31,1.9,1.8,4.3,·,·
Cc1cc(C)cc(NC(=O)Nc2cc(S(=O)(=O)N(C)C)ccc2C)c1,·,·,-5%,i,0.14,1436,-0.0039,-0.28,-0.23,0.47,-3.0,1190,·,·,·,·,·,-6,722
O=C(O)c1cc(Cl)ccc1NC(=O)C1CCCO1 (stereo not drawn),i,5,-3%,i,0.2,1322,-0.52,1.8,0.61,1.3,5.4,1190,3,7,3.4,1.8,14,6,833
O=C(CNC(=S)N(Cc1ccccc1)Cc1ccccc1F)NCc1ccc(Cl)cc1,i,-7,-8%,i,0.17,1291,-0.56,-0.23,-0.66,0.81,-2.0,1085,81*,18*,1.8,3.2,9.9,-5,671
CCn1cc(C(=O)NCc2ccc(Cl)cc2)c(=O)c2cc(S(=O)(=O)N3CCOCC3)ccc21,i,4,-18%,i,-1.8,1953,-0.81,-0.094,-0.054,0.62,-0.5,1147,0,-3,2.5,3.9,11,-26,612
Cc1cccc(-n2cc(CNCCc3nc(C)cc(C)n3)c(-c3cccc(F)c3)n2)c1,·,·,-8%,i,-2.7,858,-0.27,-0.17,-0.16,0.039,-0.6,1315,·,·,·,·,·,25,823
COc1cccc(/C=C/C(=O)OCC(=O)NCc2ccc(Cl)cc2)c1,i,-1,2%,i,0.09,1240,-0.01,-0.35,0.22,0.45,-0.5,1093,1,6,2.6,3.7,8.2,4,677
O=C(Cn1cnc2c(nnn2Cc2ccccc2)c1=O)c1ccc(Cl)cc1,·,·,7%,i,0.7,1065,-0.48,-0.27,-0.2,0.3,-1.7,1199,12,-11,5.3,2.6,9.8,4,702
Cc1cc([N+](=O)[O-])nn1CC(=O)N1CCN(Cc2ccccc2)CC1,i,17,14%,i,0.36,1154,0.73,0.3,0.36,-0.78,-0.6,1075,17,6,4.8,1.9,6.1,0,708
Cc1occc1C(=O)Nc1c(F)cc(F)cc1Br,i,5,24%,i,0.25,1655,0.086,1.6,0.79,0.56,0.4,1026,-16,12,2.8,0.6,18,-12,693
CC(=O)NCC(=O)OCC(=O)c1ccc(C)c(C)c1,i,17,20%,i,0.27,1052,0.98,-0.4,0.2,0.15,-0.7,975,1,-5,3.8,0.8,2.9,5,805
O=C(C1CCCN(S(=O)(=O)c2ccccc2[N+](=O)[O-])C1)N1CCCC1 (stereo not drawn),i,18,16%,i,0.55,1554,0.84,0.026,0.55,-1.1,-1.3,1156,5,0,3.9,2.7,7.4,-6,613
O=C1CCCCCN1CSc1nc2ccccc2s1,i,0,-4%,i,0.78,1255,-1.3,-0.23,-0.45,0.066,·,·,0,4,1.6,1.5,6.3,0,749
CC1CC2=C(CC1/C=N/NC(N)=S)C(C)(C)CCC2 (stereo not drawn),+,20*,-13%,i,0.09,920,0.48,-0.39,0.18,-0.082,-0.8,1138,67*,64*,6.0,1.4,31,35,776
COc1ccccc1NS(=O)(=O)c1cccc(NC(=O)c2[nH]c(C)c(C(C)=O)c2C)c1,·,·,7%,i,-0.33,935,0.27,-0.73,-0.044,-0.91,-0.5,1366,·,·,·,·,·,12,716
Cc1ccc(S(=O)(=O)N2CCOCC2)cc1C(=O)NNC(=O)c1ccoc1C,i,-10,11%,i,0.2,1160,-0.36,-0.14,-0.54,0.84,0.5,1012,-12,-4,1.5,2.9,10,-2,667
CCN(C#N)c1nc(N(C)C)nc(N(C)C)n1,i,8,11%,i,-0.27,1271,-1.1,-0.29,-0.34,1.6,-1.2,1098,10,1,1.4,0.1,25,7,749
COC(=O)c1cccc(NC(=S)NCCC2=CCCCC2)c1,i,-8,6%,i,·,·,0.75,-0.19,0.27,-2.1,·,·,1,13,2.6,1.1,1.5,·,·
CCc1ccc2c(c1)c1nnc(NN)nc1n2CC,i,40,-3%,i,0.99,1384,-1,-0.27,-0.37,1.5,-0.6,1064,-4,4,4.3,4.4,8.7,-85,644
O=C(CC(=O)NC1CCCCC1)N/N=C/c1cccc2ccccc12,i,-1,10%,i,-0.3,1762,-0.47,-0.19,-0.65,0.35,1.9,1033,7,11,1.5,1.6,5.8,-1,721
COc1cccc(C2N(c3cccc(Cl)c3)C(=O)C3CCCN32)c1OC (stereo not drawn),i,35,-1%,i,-0.79,969,-0.25,-0.14,-0.021,0.095,·,·,-1,-11,6.0,1.8,7.1,·,·
COc1ccc(CC(C)N2CCN(c3cccc(C(F)(F)F)c3)CC2)cc1OC (stereo not drawn),i,2,6%,i,-1,802,0.13,0.2,-0.049,0.78,·,·,17,4,1.2,1.4,13,2,681

# High-throughput results deposited in PubChem by several laboratories.
